# TSG101-PTAP inh – qHTS Assay for Iinhibitors of HIV-1 Budding by Blocking the Interaction of PTAP/TSG101 | Tumor susceptibility gene 101 protein (Homo sapiens), Q99816 | Fluorescence polarization, FITC-PTAP peptide / Tsg101 binding | Potency, µM (titrated, usually from 115 µM), without a hit: at the highest dose activity change, negative = inhibition, hits mostly inhibitors | 340,000 tested, under 10 active | AID 493005, 2010; active = well fitted inhibition curve with a large enough effect in the main read-out, with a control signal flat, not every such curve was filed as active; inconclusive = small, poorly fitted or top-dose-only effect, or effect the other way, or a change in a side signal; inactive = no such curve, though single readings can be large or run the other way; note: potency is the fitted concentration of half-maximal effect; % of control where 0% means no effect
#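 FP read-out: FITC-PTAP peptide, 50 nM final, binding Tsg101 binding domain, 10 uM final; 20 min, r.t.; 10 mM HEPES pH 7.5, 0.15 M NaCl, 0.01% Tween 20, 3 mM EDTA, 0.1 mM TCEP.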
# a7 integrin act – qHTS for Activators of Integrin-Mediated Alleviation for Muscular Dystrophy | alpha7betagal myoblasts, beta-gal FDG fluorescence, 48 h | Potency, µM (top dose mostly 38.3 µM), without a hit: at the top dose activation, hits mostly activators | 350,000 tested, 0.064% active | AID 624291, 2012;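 note: potency is the fitted concentration of half-maximal effect; 100% = response of the positive control SU9516; nearly all actives have a fitted effect of over 60% in size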
#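 alpha7betagal+/- myoblasts (passage 13, 250/well) treated 48 h at 37C with compounds at 1:260 dilution of DMSO stock. Lysed, then beta-galactosidase activity read as FDG fluorescence (ex 480/em 540) after 30 min, with pre-read for autofluorescence.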
# PKM2 act – qHTS Assay for Activators of Human Muscle isoform 2 Pyruvate Kinase | Pyruvate kinase PKM (Homo sapiens), P14618 | purified PKM2, Kinase-Glo ATP luminescence, activation; response scale: 0% is enzyme alone, no compound | Potency, µM (highest dose often 57.5 µM), without a hit: top-dose activation, most hits filed as activators | 260,000 tested, 0.34% active; note: potency is the fitted concentration of half-maximal effect; % is set by controls: 0 for no effect and ±100 for the full control effect; nearly all actives have a fitted effect of over 55% in size
# Target sequence (P14618 whole entry, looked up, canonical isoform): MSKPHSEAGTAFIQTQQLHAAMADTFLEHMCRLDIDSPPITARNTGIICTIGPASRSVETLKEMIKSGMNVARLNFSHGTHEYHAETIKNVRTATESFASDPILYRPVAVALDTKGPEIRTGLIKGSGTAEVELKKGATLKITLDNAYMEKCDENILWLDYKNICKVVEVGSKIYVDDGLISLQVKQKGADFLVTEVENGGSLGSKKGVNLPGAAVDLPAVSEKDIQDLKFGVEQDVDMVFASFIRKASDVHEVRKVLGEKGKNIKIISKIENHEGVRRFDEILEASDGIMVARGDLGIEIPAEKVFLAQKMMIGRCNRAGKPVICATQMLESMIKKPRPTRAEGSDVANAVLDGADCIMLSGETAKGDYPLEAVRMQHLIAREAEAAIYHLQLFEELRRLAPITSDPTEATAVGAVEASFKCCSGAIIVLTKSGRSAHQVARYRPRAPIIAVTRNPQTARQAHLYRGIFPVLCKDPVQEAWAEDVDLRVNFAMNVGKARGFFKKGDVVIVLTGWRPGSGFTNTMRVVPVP
#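 ATP formation by purified human PK-M2, quantified via coupled luciferase luminescence after 1 h at room temperature with 0.1 mM ADP and 0.5 mM PEP final.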
# BCR signal inh – qHTS Assay to Find Inhibitors of Chronic Active B-Cell Receptor Signaling. ABC-DLBCL IkBa-CBG/CBR reporter, luminescence ratio, 4 h. AID 493014, 2011. 340,000 tested, 0.05% active. Potency, µM (top dose mostly 46.1 µM), for the others: top-dose ratio change, negative = lower green/red ratio, hits mostly inhibitors; active = well fitted inhibition curve with a large enough effect in the signal ratio, with a control signal flat, not every such curve was filed as active; inconclusive = small, poorly fitted or top-dose-only effect, or effect the other way, or a change in a side signal; the % refers to the signal ratio;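 note: potency is the fitted concentration of half-maximal effect; plate controls were basal doxycycline-induced cells for no effect and cells given 10 µM MG132 for full effect; MG132 reads +100%, hits lower the ratio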
#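 Compounds up to 46 uM were incubated four hours with TMD8 cells whose green CBG68 luciferase is fused to IkappaBalpha; red CBR luminescence normalised the signal, and concentration-effect curves were fitted to fusion, red and ratio data.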
# B2AR arrestin – qHTS assay of beta-arrestin-biased ligands of beta2-adrenergic receptor. AID 492947, 2010. Potency, µM (doses to about 46.1 µM), inactives show at the highest dose activation, usual class: activators. Beta-2 adrenergic receptor (Homo sapiens), P07550. beta-arrestin recruitment to beta2AR, cell-based reporter. 330,000 tested, 0.02% active;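 note: potency is the fitted concentration of half-maximal effect; 0% = DMSO controls and full agonism = EC100 isoproterenol or metaproterenol; nearly all actives have a fitted effect of over 65% in size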
# Menin-MLL TR inh – qHTS Assay for Inhibitors Targeting the Menin-MLL Interaction in MLL Related Leukemias: Competition With Texas Red Labeled MLL-derived Mutant Peptide | Menin + Texas Red MLL mutant peptide, fluorescence polarization | Potency, µM (highest dose often 61.6 µM), inactives show at the highest dose FP activity change, negative = inhibition, usual class: inhibitors | 270,000 tested, 0.23% active | AID 1768, 2009; active = well fitted inhibition curve with a large enough effect in the polarisation, with a control signal flat, not every such curve was filed as active; inconclusive = small, poorly fitted or top-dose-only effect, or effect the other way, or a change in a side signal; inactive = no such curve, though single readings can be large or run the other way; the % refers to the polarisation; note: potency is the fitted concentration of half-maximal effect; % of control where 0% means no effect; many of its hits are not listed in these tables
# Giardia kill – Small Molecules that selectively kill Giardia lamblia: qHTS; Giardia lamblia trophozoite viability; activity change, % at 7.66 µM, hits read low; AID 540267, 2011; 340,000 tested, 0.15% active; in the data active = activity change below about -80%; inconclusive = between about -30% and that limit;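 note: parasites exposed to compound for two days anaerobically before the ATP read; % is set by controls: 0 for no effect and ±100 for the full control effect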
#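 Killing of trophozoites was scored by loss of ATP luminescence after a 48 hrs anaerobic exposure to compounds at 37 deg C, using 100 cells per well.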
# Tb PFK inh – qHTS Assay to Find Inhibitors of T. brucei phosphofructokinase; T. brucei PFK, ADP-Glo luminescence; Potency, µM (top dose mostly 57.5 µM), inactives show at the highest dose activity, negative = inhibition, hits mostly inhibitors; 330,000 tested, 0.17% active; AID 485367, 2010;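 note: potency is the fitted concentration of half-maximal effect; 0% = uninhibited 1x PFK enzyme wells and -100% = no-enzyme wells; nearly all actives have a fitted effect of over 60% in size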
# Target sequence (O15648 whole entry, looked up): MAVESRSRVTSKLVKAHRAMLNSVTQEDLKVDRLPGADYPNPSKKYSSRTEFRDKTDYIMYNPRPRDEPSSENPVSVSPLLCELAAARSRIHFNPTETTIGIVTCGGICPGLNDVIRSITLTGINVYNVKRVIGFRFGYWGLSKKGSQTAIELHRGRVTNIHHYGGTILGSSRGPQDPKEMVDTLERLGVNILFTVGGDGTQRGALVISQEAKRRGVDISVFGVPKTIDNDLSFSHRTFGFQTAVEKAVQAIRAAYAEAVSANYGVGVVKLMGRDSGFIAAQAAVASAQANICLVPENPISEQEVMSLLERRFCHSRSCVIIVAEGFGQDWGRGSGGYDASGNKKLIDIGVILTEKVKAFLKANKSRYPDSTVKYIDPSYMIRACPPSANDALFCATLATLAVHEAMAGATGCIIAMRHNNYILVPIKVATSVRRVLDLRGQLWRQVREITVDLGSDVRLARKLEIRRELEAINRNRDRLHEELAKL
#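 In TEA buffer at pH 8.0 with 5 mM MgCl2, enzyme (1.25 nM) converted F6P (0.5 mM) and ATP (0.1 mM) for 45 min at room temperature. ADP product was read by luciferase luminescence.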
# ASM inhibitor – Inhibitors of Secretory Acid Sphingomyelinase (S-ASM): qHTS | 340,000 tested, 0.006% active | Potency, µM (titrated, usually from 57.5 µM), without a hit: at the highest dose activity change, negative = inhibition, hits mostly inhibitors | placental ASM, HMU-PC fluorogenic substrate, 60 min | AID 504937, 2011; note: potency is the fitted concentration of half-maximal effect
#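 HMU-PC0 cleavage (9 uM final) by human placental ASM, 60 min at 37 °C following 10 min compound exposure at RT; stopped at pH 10, fluorescence Ex 386/Em 447 nm.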
# GALK inh – qHTS Assay for Inhibitors of Human Galactokinase (GALK). P51570. Purified GALK, Kinase-Glo residual ATP luminescence. Potency, µM (doses to about 57.5 µM), for inactives: at the top dose activity change, negative = inhibition, actives largely listed as inhibitors. 270,000 tested, 0.007% active. AID 1868, 2009; note: potency is the fitted concentration of half-maximal effect; % is set by controls: 0 for no effect and ±100 for the full control effect
#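 GALK at 5 nM final was combined with compound, 35 uM ATP and 100 uM galactose in HEPES pH8.0 with MgCl2 and DTT. The reaction ran one hour at room temperature before luminescent ATP detection.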
# Coupling enz – qHTS Assay for Inhibitors of Fructose-1,6-bisphosphate Aldolase from Giardia Lamblia: Coupling assay counterscreen. coupling enzyme system counterscreen, AmpLite Red fluorescence. activity change, negative = inhibition, % at 58.2 µM, hits read low. 290,000 tested, 0.67% active; in the data active = activity change below about -30%; note: % is set by controls: 0 for no effect and ±100 for the full control effect
#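 Counterscreen of the coupled detection system alone, without aldolase: glyceraldehyde-3-phosphate coupling enzymes plus AmpLite Red readout. Compounds at 57.5 uM final, 10 min RT preincubation, 20 min RT reaction, fluorescence 525/598 nm.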
# An asterisk follows results filed as active; ? = inconclusive; nt = not tested or not shown; [ ] = dose if it differs, or a comment. Unless noted, calls come from the whole dose curve; as a rule, active = well fitted curve in the direction sought with a large enough effect; inconclusive = small, poorly fitted or top-dose-only effect, or another doubt; inactive = no such curve, though single readings can be large; an effect the other way counts as inactive or inconclusive. The list is partial; count on the stated rates, not on these rows.
SMILES,TSG101-PTAP inh,a7 integrin act,PKM2 act,BCR signal inh,B2AR arrestin,Menin-MLL TR inh,Giardia kill,Tb PFK inh,ASM inhibitor,GALK inh,Coupling enz
CCC1=Nc2cc(C(=O)NCCN3CCCC3)ccc2Sc2ccccc21,1%,-35%,nt,2%,-0.7%,0%,-4,2%,1%,-2%,-5
CC1CN(C(=O)COC(=O)CSc2ccc([N+](=O)[O-])cc2)CC(C)O1 (stereo not given),0%,9%,nt,-14%,-0.4%,nt,11,-6%,-4%,nt,nt
CCOc1ccc(CCNC(=O)CCN2C(=O)COc3ccccc32)cc1OCC,-3%,-18%,0%,-8%,-1.0%,10%,12,0%,2%,3%,0
CC(=O)Oc1ccc(N2C(=O)CCC2=O)cc1,-4%,-10%,-6%,3%,0.1%,0%,-5,-11%,2%,-2%,-1
C[C@H](CO)N1C[C@H](C)[C@@H](CN(C)C(=O)NC2CCCCC2)Oc2ccc(NS(=O)(=O)c3ccc(F)cc3)cc2C1=O,-8%,12%,nt,-1%,-0.2%,nt,10,0%,1%,nt,nt
O=C1CCCC(=O)N1c1ccc(N2CCOCC2)c([N+](=O)[O-])c1,-2%,-10%,-3%,0%,-0.4%,-1%,-7,1%,0%,12%,2
CC(C)CC(c1nnnn1Cc1ccco1)N1CCN(C2CCCC2)CC1 (stereo not given),-2%,5%,-4%,7%,-0.5%,?,0,-4%,3%,1%,1
COc1ccc(-c2ccc(C#N)c(SCC(=O)OCc3ccccc3)n2)cc1OC,0%,20%,0%,?,0.2%,-1%,-8,-1%,nt,-1%,-4
COc1cccc(CC(=O)Nc2nc(-c3cccnc3)cs2)c1,-1%,27%,3%,-3%,6.0%,-1%,-3,2%,9%,0%,3
CCC(C)(C)n1nnnc1C(c1cccs1)N1CCN(c2nc3ccccc3s2)CC1 (stereo not given),0%,8%,1%,0%,-0.9%,4%,-4,0%,-12%,2%,3
C/C(=N\NC(=O)COc1ccccc1-c1ccccc1)c1ccc(O)cc1O,-5%,-20%,3%,?,-0.9%,nt,-8,3%,-8%,-1%,6
O=C(COc1ccccc1C(=O)N/N=C\c1ccc(O)c(O)c1)N/N=C/c1ccc(O)c(O)c1,-4%,-3%,?,4%,0.3%,?,-9,?,-14%,nt,-3
COC(=O)CSc1nnc(Cc2ccccc2)n1-c1ccc(C)cc1,-4%,1%,-3%,2%,0.3%,7%,-7,-4%,3%,0%,3
O=C(NCc1ccc(F)cc1)c1cc2n(n1)C(C(F)(F)F)CC(C1CC1)N2 (stereo not given),-4%,-5%,13%,-8%,0.2%,-13%[11.7 µM],-7,3%,1%,0%,2
CCCNC(=O)COc1ncnc2sccc12,-1%,-14%,3%,-2%,-0.8%,4%,2,2%,11%,9%,1
CN(C)c1ccc(C(CNC(=O)c2cccs2)N(C)C)cc1 (stereo not given),-1%,-2%,nt,?,0.0%,?,2,-4%,-2%,0%,2
O=C(CNC(=O)C1CC1)Nc1ccc(F)c(F)c1F,-5%,?,nt,-1%,-0.8%,nt,12,-26%,-1%,nt,nt
Cc1ccc(-c2c(C#N)c(N)nc3c2CCCCC3)o1,-9%,-2%,-1%,3%,0.2%,-14%,-14,-4%,24%,3%,-1
COC(=O)c1ccc(OCC2NCCc3cc(OC)c(OC)cc32)cc1 (stereo not given),-3%,21%,nt,-8%,0.5%,-13%,14,1%,2%,3%,0
CCOc1ccc(S(=O)(=O)n2nc(C)c(S(=O)(=O)N3CCOCC3)c2C)cc1,-1%,4%,4%,-4%,0.0%,-4%,7,1%,-2%,13%,3
Cc1ccc(S(=O)(=O)N(C)c2ccccc2C(=O)N2CCCC2)cc1,-2%,18%,-6%,9%,0.3%,nt,?,-15%,2%,7%,nt
NC(=O)CCC(C(=O)O)N1C(=O)c2ccc(O)cc2C1=O (stereo not given),2%,9%,0%,-3%,-0.3%,?,13,-12%,-5%,2%,0
CCN(C(=O)c1cc2c(=O)n3cccc(C)c3nc2s1)C1CCCCC1,-6%,-26%,-1%,8%,-0.2%,-1%,32[activator],-1%,nt,1%,0
O=C(CC1(O)C(=O)Nc2ccccc21)c1cccc(Br)c1 (stereo not given),-7%,-3%,-7%,10%,0.0%,6%,-3,1%,-1%,4%,-1
COCCOC(=O)CC1=NC(=O)CS1,-2%,-6%,0%,-1%,-0.5%,13%,2,-7%,4%,8%,2

# The list goes on; the last two above are carried over.
SMILES,TSG101-PTAP inh,a7 integrin act,PKM2 act,BCR signal inh,B2AR arrestin,Menin-MLL TR inh,Giardia kill,Tb PFK inh,ASM inhibitor,GALK inh,Coupling enz
O=C(CC1(O)C(=O)Nc2ccccc21)c1cccc(Br)c1 (stereo not given),-7%,-3%,-7%,10%,0.0%,6%,-3,1%,-1%,4%,-1
COCCOC(=O)CC1=NC(=O)CS1,-2%,-6%,0%,-1%,-0.5%,13%,2,-7%,4%,8%,2
O=C(Nc1ccccc1)Nc1cccc(-c2cn3cccnc3n2)c1,0%,0%,-2%,?,-0.2%,-28%,3,-4%,90%[activator],-4%,1
CCc1nonc1NC(=O)c1oc2ccc(C)cc2c1C,-6%,9%,nt,2%,0.0%,nt,-28,2%,1%,-7%,nt
O=C(/C=C/c1ccccc1)C1=C(O)C(=O)N(CCO)C1c1ccccc1[N+](=O)[O-] (stereo not given),-4%,5%,0%,2%,-0.4%,0%,-7,4%,7%,-2%,-9
COc1cc2c(C(=O)NCCCOC(C)C)cn(CC(C)C)c(=O)c2cc1OC,-5%,-3%,4%,-1%,0.2%,-28%,14,0%,0%,0%,-10
CCCCCCC1CC(CC(=O)Nc2ccc([N+](=O)[O-])cc2)C(=O)O1 (stereo not given),-2%,15%,2%,?,-0.5%,?,7,-1%,?,-1%,-1
CNc1c(NS(=O)(=O)c2ccc(CC(C)C)cc2)c(=O)oc2ccccc12,-1%,39%,-5%,-15%,-0.6%,0%,4,1%,3%,-2%,0
Cc1c(C(C)CCCO)oc(=O)c2c1Oc1c(C)c(C(C)C[C@H](C)O)oc(=O)c1C2 (stereo not given in full),-9%,39%,nt,-1%,0.1%,nt,-5,0%,0%,nt,nt
O=C(Nc1ccc(F)cc1F)Nc1sccc1-c1nc2ccccc2s1,0%,-14%,2%,2%,-0.1%,nt,-12,0%,1%,0%,-14
O=C1CC(c2cc([N+](=O)[O-])ccc2Cl)c2c(ccc3ccccc23)N1 (stereo not given),-3%,1%,-5%,-22%,0.5%,-6%,-8,-8%,2%,0%,2
CCC(C)[C@H](NC(=O)NCc1cccnc1)C(=O)OC (stereo not given in full),-2%,17%,-3%,0%,0.4%,nt,-18,-9%,3%,-1%,3
CC/C(=N/NS(=O)(=O)c1ccc(Cl)cc1)c1ccc(O)cc1,2%,?,2%,-1%,-0.8%,-13%,-3,5%,0%,-2%,0
O=C(CSc1nc(-c2ccccc2)nc2ccc(F)cc12)Nc1ccc(C(=O)O)cc1,-9%,8%,3%,3%,0.0%,?,-8,-10%,-4%,1%,21
CCOC(=O)CNc1ccc(C(=O)OCC)cc1[N+](=O)[O-],-4%,11%,-15%,-5%,-0.6%,6%,-21,-4%,-2%,3%,4
O=C1NC(=O)C(CC(=O)N(Cc2ccco2)C2(C(=O)NC3CCCC3)CCCCC2)N1 (stereo not given),-1%,36%,5%,14%,0.1%,nt,5,-4%,1%,1%,1
O=[N+]([O-])c1c(NCCCO)cc(N2CCN(Cc3ccc4c(c3)OCO4)CC2)c2nonc12,-5%,-18%,-1%,2%,-0.7%,2%,-5,0%,-8%,1%,5
COc1ccc(NC(=S)N2CCN(CCN3C(=O)c4cccc5cccc(c45)C3=O)CC2)cc1,-1%,6%,-1%,5%,-1.0%,-11%,14,6%,1%,-1%,6
COc1cc2c(cc1OC)C(c1cccc([N+](=O)[O-])c1)N(C(=O)CCC(=O)O)CC2 (stereo not given),-3%,7%,nt,8%,-0.1%,25%,20,18%,-1%,1%,2

# Bioassay records as filed in PubChem BioAssay.
